# ABCB1 block: ABCB1 efflux pump inhibitors, primary screen, cell-based, multiplex, flow cytometry, ABCG2 counter-screen. inhibition, % at 6.6 µM. hit rate 0.067% among 190,000. CCRF-Adr cells, JC-1 efflux. ATP-dependent translocase ABCB1 (Homo sapiens), P08183; in the data active = inhibition above about 40%;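 note: 0% = vehicle and 100% = reference inhibitor; higher value means more JC-1 retained so stronger ABCB1 efflux block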
# Target sequence (P08183 whole entry, looked up): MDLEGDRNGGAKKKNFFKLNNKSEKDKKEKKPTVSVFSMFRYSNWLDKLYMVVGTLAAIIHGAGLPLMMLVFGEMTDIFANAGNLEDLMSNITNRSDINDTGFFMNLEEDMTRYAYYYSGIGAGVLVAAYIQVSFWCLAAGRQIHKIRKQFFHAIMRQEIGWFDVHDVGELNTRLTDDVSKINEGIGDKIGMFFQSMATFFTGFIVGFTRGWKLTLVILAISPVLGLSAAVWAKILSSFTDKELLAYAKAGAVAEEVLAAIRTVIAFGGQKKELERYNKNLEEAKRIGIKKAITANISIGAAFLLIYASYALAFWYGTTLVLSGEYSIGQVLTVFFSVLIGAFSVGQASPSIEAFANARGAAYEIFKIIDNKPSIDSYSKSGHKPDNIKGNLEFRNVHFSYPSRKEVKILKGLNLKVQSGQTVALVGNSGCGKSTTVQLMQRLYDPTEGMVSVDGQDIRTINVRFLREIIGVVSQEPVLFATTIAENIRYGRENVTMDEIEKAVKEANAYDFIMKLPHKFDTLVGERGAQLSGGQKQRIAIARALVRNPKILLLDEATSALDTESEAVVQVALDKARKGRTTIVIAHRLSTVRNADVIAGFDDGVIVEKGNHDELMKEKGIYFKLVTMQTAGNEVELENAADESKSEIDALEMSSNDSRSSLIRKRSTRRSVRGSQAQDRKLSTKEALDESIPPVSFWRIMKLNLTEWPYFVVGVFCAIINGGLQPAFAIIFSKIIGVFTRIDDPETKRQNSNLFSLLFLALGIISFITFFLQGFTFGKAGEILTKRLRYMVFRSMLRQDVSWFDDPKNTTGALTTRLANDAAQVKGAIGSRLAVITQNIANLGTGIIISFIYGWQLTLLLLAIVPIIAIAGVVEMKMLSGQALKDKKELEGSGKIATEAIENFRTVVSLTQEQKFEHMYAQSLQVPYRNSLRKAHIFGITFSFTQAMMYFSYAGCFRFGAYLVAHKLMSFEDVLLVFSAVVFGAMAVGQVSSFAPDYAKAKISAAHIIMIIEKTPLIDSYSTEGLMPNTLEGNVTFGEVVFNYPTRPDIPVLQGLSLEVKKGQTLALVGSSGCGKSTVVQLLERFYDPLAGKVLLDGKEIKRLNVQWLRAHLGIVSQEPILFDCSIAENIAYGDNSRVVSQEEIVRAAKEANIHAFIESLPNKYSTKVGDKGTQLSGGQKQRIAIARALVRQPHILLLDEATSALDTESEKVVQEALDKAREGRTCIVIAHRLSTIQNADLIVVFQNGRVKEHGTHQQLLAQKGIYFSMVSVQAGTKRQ
# GSH fluor: compound fluorescence on glutathione beads, profiling panel, artefact control, biophysical, 488/530 nm, flow cytometry | hit rate 0.25% among 190,000 | AID 1776, 2009 | GSH beads flow cytometry, compound fluorescence 488/530 nm; active compounds read high | fluorescence (KMESF) at 10 µM; in the data active = fluorescence above about 89;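 note: glutathione beads carrying GST-tagged Bcl family fusion proteins plus one bare bead set; values are compound well signal with DMSO vehicle wells as background; inactives centre near 16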
# ABCG2 inh: ABCG2 efflux pump inhibitors, primary screen, multiplex with ABCB1, IgMXP3 cells, flow cytometry; inhibition, % at 6.6 µM; hit rate 0.1% among 190,000; JC-1 efflux; Broad substrate specificity ATP-binding cassette transporter ABCG2 (Homo sapiens), Q9UNQ0; AID 1325, 2008;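 active = inhibition above 80%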;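 note: 0% = DMSO and 100% = nicardipine control wells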
#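 Test system: IgMXP3 cells (ABCG2) mixed with DDAO far-red-labelled CCRF-Adr cells (ABCB1). Reagent: JC-1 transporter substrate. Compound dosing: single test compound dose, 6.6 µM final. Times: 10 min compound exposure, 25 °C. Detection: flow cytometry of retained JC-1 fluorescence. Read-out basis: efflux inhibition in percent versus controls. Controls: nicardipine and DMSO wells.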
# Avidin bead fluor: green autofluorescence of compounds with avidin beads – biophysical, 488/530 nm, flow cytometry, artefact control, profiling panel; compound fluorescence 488/530 nm; active compounds read high; fluorescence (KMESF) at 10 µM; hit rate 0.38% among 220,000; in the data active = fluorescence above about 47; note: inactives centre near 10
# Bim-Mcl-1: inhibitors of Bim peptide binding to Mcl-1, primary screen, biochemical, bead-based flow cytometry, multiplex; inhibition, % at 10 µM; Bim peptide-Mcl-1 binding; hit rate 0.1% among 190,000; Induced myeloid leukemia cell differentiation protein Mcl-1 (Homo sapiens), Q07820; in the data active = inhibition above about 40%;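 note: 0% = no compound tracer wells and 100% = peptide blocker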
# Mcl1 Noxa PPI: Mcl-1/Noxa binding inhibitors, primary screen, biochemical, TR-FRET, 1536-well; TR-FRET Mcl-1/Noxa peptide binding, 2 h; inhibition, % at 21.7 µM; hit rate 1.5% among 220,000; AID 1022, 2008;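 active = compounds that cut the protein-peptide binding signal by more than 50% relative to plate controls in a single-dose test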;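 note: His-tagged Mcl-1 with rhodamine Noxa BH3 peptide and terbium anti-His antibody; 0% = Mcl-1 plus Noxa peptide wells and 100% = peptide-only wells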
# RGS8-Gao reg: RGS8-Galphao binding modulators, primary screen, biochemical, multiplexed bead flow cytometry. actives lie on both sides. response (percent of control binding), % at 10 µM. hit rate 0.34% among 220,000; in the data active = response below about 60% or above about 140%; inactive = in between;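 note: Galphao activated as the GDP aluminium fluoride complex binding bead-coupled RGS8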
# RGS7-Gao: RGS7-Galphao binding modulators, primary screen, biochemical, multiplexed bead flow cytometry. binding response (% of control), % at 10 µM. actives lie on both sides. AID 1439, 2008. hit rate 0.35% among 220,000. Guanine nucleotide-binding protein G(o) subunit alpha (Homo sapiens), P09471; in the data active = binding response below about 49% or above about 150%; inconclusive = no clear call, values can overlap the other calls; inactive = in between;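 note: fluorescent Galphao held in activated GDP-AlF4 state binding bead-coupled RGS7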
# Pf gamet viab: late stage P. falciparum gametocyte viability inhibitors, primary screen, ATP luminescence, HTS; P. falciparum stage V gametocytes, 24 h; inhibition, % at 10.9 µM; hit rate 0.065% among 150,000; AID 743093, 2013;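 active = inhibition above the mean plus 3 SD of compounds within the control limits, set per campaign, cut at about 38% in these data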;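 note: 0% = DMSO wells and 100% = medium only without gametocytes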
# RGS4-Gao reg: modulators of RGS4 binding to Galphao, primary screen, biochemical, multiplexed bead flow cytometry; AID 1415, 2008; Guanine nucleotide-binding protein G(o) subunit alpha (Homo sapiens), P09471; hit rate 0.33% among 220,000; binding response (% of control), % at 10 µM; actives lie on both sides; in the data active = binding response below about 49% or above about 150%; inactive = in between;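 note: fluorescent Galphao activated with aluminum fluoride binding bead-coupled RGS4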
# Mcl1 Bid PPI: Mcl-1/Bid binding inhibitors, primary screen, biochemical, TR-FRET, 1536-well | Induced myeloid leukemia cell differentiation protein Mcl-1 (Homo sapiens), Q07820 | TR-FRET Mcl-1/Bid-Dy647 peptide binding | inhibition, % at 21.7 µM | hit rate 0.97% among 220,000 | AID 1021, 2008;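 active = compounds that cut the binding signal by more than half at the single screening dose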;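 note: His-tagged Mcl-1 with europium anti-His antibody binding Bid BH3 peptide; 0% = Mcl-1 plus peptide wells and 100% = peptide-only wells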
# An asterisk follows results filed as active; ? = inconclusive; nt = no result given. Random draw from the library (roughly 3.3% active in at least one column).
SMILES,ABCB1 block,GSH fluor,ABCG2 inh,Avidin bead fluor,Bim-Mcl-1,Mcl1 Noxa PPI,RGS8-Gao reg,RGS7-Gao,Pf gamet viab,RGS4-Gao reg,Mcl1 Bid PPI
Cc1c(C(=O)c2ccccc2)c(=O)n(C)c(=O)n1C,-0.3,13,-1,6,-4,6,102,110,-6,106,-8
Cc1ccc2nc(SCC(=O)NCc3cccs3)c(C#N)cc2c1,0.4,9,2,28,-1,-14,100,101,nt,93,-16
Cc1nnc(NC(=O)c2oc3cc(C)c(C)cc3c2C)s1,0.3,14,3,6,-1,15,101,100,nt,101,-11
CCOC(=O)N1CCN(S(=O)(=O)c2c(C)nn(C)c2C)CC1,0.2,14,1,9,0,-7,101,105,nt,102,-15
COc1ccc(C2C3=C(CCCC3=O)Nc3nc(-c4cc(OC)c(OC)c(OC)c4)nn32)cc1OC (centres undefined),0.1,44,0,6,-2,1,102,102,-11,103,-40
CCOc1cc(N2CCOCC2)c(OCC)cc1NC(=O)CSc1ncn[nH]1,0.4,12,3,7,-2,12,101,?,14,101,-32
CN(C)CCN1C(=O)c2oc3ccccc3c(=O)c2C1c1cccc(Br)c1 (centres undefined),1.1,54,2,8,-1,-10,98,94,-33,96,1
Cc1ccc(NC(=S)Nc2ccc3[nH]c(=O)[nH]c3c2)cc1,nt,nt,nt,3,nt,15,98,?,10,98,13
COc1cc(S(=O)(=O)N2CCOCC2)ccc1NC(=O)COC(=O)c1ccccn1,0.4,16,3,38,1,2,101,99,nt,104,-22
CC(C)OC(=O)c1nn2c(C(F)(F)F)cc(-c3ccco3)nc2c1Cl,0.2,15,2,20,0,0,100,95,nt,98,-44
Brc1ccccc1-c1cnco1,1.0,18,2,8,1,16,100,108,nt,102,-21
CC1(C)COC2(OC1)C(=O)Nc1ccccc12,0.6,24,3,16,1,-6,95,108,-6,98,-19
O=c1cc(N2CCCC2)c2ccccc2o1,1.1,10,4,10,0,7,103,104,-23,105,-28
O=C(Nc1cc(Sc2nc3ccccc3s2)cc([N+](=O)[O-])c1)c1ccccc1,0.8,10,4,5,3,0,101,102,nt,102,-11
COc1cc(C(=O)NCCC(=O)NCCCN2CCCCC2)cc(OC)c1OC,0.2,28,1,37,-1,-7,101,100,nt,102,-12
Cc1ccc(S(=O)(=O)NCc2ccc(C(=O)NCCCN3CCN(C)CC3)cc2)cc1,0.6,15,-7,9,-7,24,118,103,nt,108,-17
Cc1cc(NS(=O)(=O)Cc2ccccc2)cc(C)c1OCC(=O)N1CCOCC1,0.5,33,1,15,-3,6,101,99,nt,100,-2
CCCCC(Nc1ncnc2ccccc12)C(=O)O (centres undefined),-0.1,18,0,31,-3,-6,99,103,10,104,-1
COc1ccc(Cl)cc1NC(=O)CN(C)CC(=O)Nc1ccccc1-c1ccccc1,1.7,11,9,10,0,16,103,?,-16,102,-12
COC(=O)CNC(=O)Cc1c(F)cccc1Cl,0.6,24,-1,15,-3,-3,97,98,-1,97,-3

# Whole records, quoted from the list. Order of values: ABCB1 block, GSH fluor, ABCG2 inh, Avidin bead fluor, Bim-Mcl-1, Mcl1 Noxa PPI, RGS8-Gao reg, RGS7-Gao, Pf gamet viab, RGS4-Gao reg, Mcl1 Bid PPI
# Cc1nnc(NC(=O)c2oc3cc(C)c(C)cc3c2C)s1 is entered as 0.3, 14, 3, 6, -1, 15, 101, 100, nt, 101, -11
# CCOC(=O)N1CCN(S(=O)(=O)c2c(C)nn(C)c2C)CC1 is entered as 0.2, 14, 1, 9, 0, -7, 101, 105, nt, 102, -15

# New compounds follow:
SMILES,ABCB1 block,GSH fluor,ABCG2 inh,Avidin bead fluor,Bim-Mcl-1,Mcl1 Noxa PPI,RGS8-Gao reg,RGS7-Gao,Pf gamet viab,RGS4-Gao reg,Mcl1 Bid PPI
COCCNC(=O)/C(C#N)=C/c1cc(C)n(-c2ccc(C)cc2)c1C,0.4,16,2,11,0,18,99,99,-2,96,-42
CCOc1ccc(NC(=O)Nc2cc(C(C)C)c(O)cc2C)cc1,nt,nt,nt,9,nt,0,97,?,-14,98,-9
Cc1cccc(C(=O)N/N=C/c2ccc(OCC(=O)N3CCCCC3)cc2)c1,1.1,8,9,10,0,5,100,99,nt,104,-16
Cc1cc(C)c(NC(=O)CSc2nnc(-c3ccccn3)n2N)c(Cl)c1,nt,nt,nt,7,nt,2,101,nt,4,106,-45
Cc1ccc(C2CC(=O)NC(SCCC(C)C)=C2C#N)cc1 (centres undefined),0.1,17,0,5,0,-3,101,100,nt,98,-8
Cc1ccc(S(=O)(=O)NCc2ccc(C(=O)N3CCc4ccccc4C3)cc2)cc1,1.1,8,6,2,0,7,92,100,3,96,-18
Cc1ccc(C(=O)Nc2ccccc2C(=O)O)cc1NC(=O)COc1c(C)cccc1C,-0.3,23,-1,12,0,12,101,94,nt,100,-16
N#Cc1cnn2ccc(-c3cc(N4CCOCC4)ccc3[N+](=O)[O-])nc12,1.0,19,2,10,-2,19,99,97,21,100,-23
CCOC(=O)C1=C(C)OC(N)=C(C#N)C1c1ccoc1 (centres undefined),1.2,32,9,4,-1,-11,99,102,nt,102,-10
O=C(O)c1cccc(CSc2nc(-c3ccccc3)cc(C(F)(F)F)n2)c1,-0.8,13,4,3,-7,-4,106,103,-10,102,-17
Cc1cc(C)n2nc(C(=O)OCC(=O)Nc3ccc4c(c3)OC(F)(F)O4)nc2n1,0.2,27,21,15,-7,1,102,100,6,101,-25
CC(c1ccccc1)n1cc(C(=O)NCCCn2ccnc2)nn1 (centres undefined),0.8,19,16,34,-3,-3,101,101,nt,101,-18
C=CCN(c1ccccc1)S(=O)(=O)c1ccc(Cl)c(C(=O)OCC(=O)c2[nH]c(C)c(C(C)=O)c2C)c1,5.2,6,19,12,-3,27,103,98,nt,100,-17
Cc1cc(C)n(-c2nc3ccccc3c(=O)n2OCc2ccc(F)cc2)n1,1.1,11,5,34,1,16,99,93,4,96,13
O=C(O)c1cccc(S(=O)(=O)Nc2ccc3c(c2)OCO3)c1,0.3,15,1,26,0,21,96,105,16,103,-19
CC(C(=O)N1CCN(c2ccc([N+](=O)[O-])cc2)CC1)N1C(=O)C2CC=CCC2C1=O (centres undefined),0.4,11,4,11,-1,-10,100,106,-5,106,-22
NC(=O)[C@H]1CC2(CC(c3cccc(NC(=O)COc4ccc(Cl)cc4)c3)=NO2)CN1C(=O)Cc1ccc([N+](=O)[O-])cc1 (some centres undefined),nt,nt,nt,8,nt,8,104,?,nt,104,-8
Cc1nc(NCc2ccco2)c2oc3ccccc3c2n1,0.7,12,7,9,-1,23,101,101,nt,100,2
CCN1CCN(c2nc3ccccc3nc2C(C#N)C(=O)OCc2ccccc2)CC1 (centres undefined),5.7,10,7,14,0,14,125,109,-43,115,-77
COCc1cc(C)nc(SCC(=O)Nc2cc3c(cc2C#N)OCO3)c1C#N,0.1,14,2,6,4,1,101,99,-8,100,-1
CCn1ncc(Cl)c1C(=O)Nc1ccncc1,-0.6,30,-2,7,-7,-10,100,100,nt,103,-10
Cc1cc(NC(=O)CCSc2ccccc2)ccc1Br,-0.1,5,12,3,23,-5,90,97,9,100,0
O=C(CCC(=O)N(CC(=O)NC1CCCCC1)Cc1cccs1)Nc1nccs1,nt,nt,nt,9,nt,-20,99,?,14,102,-77
CCOC(=O)CSc1cc(CS(=O)(=O)c2ccccc2)nc(-c2ccccc2)n1,0.8,11,2,37,-6,10,101,95,-19,98,-2
CCCC(NC(=O)CNC(=O)C(C)(C)C)C(=O)O (centres undefined),0.0,5,0,7,-1,13,102,102,nt,103,-4
CC(C)CCN(C(=O)CNC(=O)c1cccs1)C(C(=O)NC1CCCC1)c1ccncc1 (centres undefined),-0.2,15,-2,12,-3,11,101,?,nt,101,-22
CC(C)(C)c1cc(NC(=O)C2CCCO2)no1 (centres undefined),0.2,36,0,6,1,-8,100,100,nt,103,-9
CCOC1OC(=O)C(Cl)=C1Nc1cc(C)ccc1C (centres undefined),0.8,20,6,10,-2,10,92,100,-6,85,-2
COC(=O)c1ccccc1NC(=S)NC(=O)c1ccc2ccccc2c1,-0.3,6,-1,12,-2,22,104,107,-8,103,-51
COc1cccc(NC(=S)N2CCn3cccc3C2c2cccnc2)c1 (centres undefined),-2.5,14,-12,12,-2,12,99,?,-1,99,-19
NNC(=O)/C=C/c1ccc(Cl)cc1Cl,0.0,13,0,9,0,-4,102,101,10,105,-19
COc1ccc(C2Nc3ccccc3C(=O)N2c2ccccc2)cc1CSc1ccccn1 (centres undefined),1.0,20,2,19,-5,-2,82,100,8,76,-30
O=C(Cc1c[nH]c2ccccc12)N/N=C/c1cccc(F)c1,-0.1,10,89*,26,-3,10,99,101,-7,101,-28
COc1nc(Oc2ccc(C(=O)O)cc2)nc(Oc2ccc(C(=O)O)cc2)n1,0.3,13,1,9,1,20,99,99,-12,102,18
O=C(Nc1ccc(Br)cc1F)c1ccncc1,-0.1,27,27,22,-7,-4,92,94,nt,98,-1
O=C(NCc1ccc(C(F)(F)F)cc1)C1CC(c2cccc(F)c2)=NO1 (centres undefined),nt,nt,nt,11,nt,-19,95,?,-25,100,10
CCOC(=O)Cc1csc(NC(NC(=O)OCC)(C(F)(F)F)C(F)(F)F)n1,0.0,269*,0,6,-6,-1,99,103,-11,103,-39
CCOc1c(CNCCN2CCOCC2)cccc1OC,0.7,17,3,12,-5,26,102,101,nt,103,43
O=c1[nH]nc(-c2ccccc2)c2ccccc12,nt,nt,nt,4,nt,11,99,?,-34,99,2
O=[N+]([O-])c1ccc2[nH]c3c(c2c1)CCCC3O (centres undefined),0.3,11,15,10,0,10,99,95,-5,99,-26
Cn1c(=O)c2ncn(CC(=O)Nc3nc(-c4ccc(Cl)cc4)cs3)c2n(C)c1=O,0.4,11,2,21,0,-19,104,102,1,99,-27
Cc1nc(C(F)(F)F)c(C(=O)N/N=C(\N)c2cccnc2)s1,0.8,26,10,9,0,3,101,100,-2,105,-16
CC(C)CC(=O)Nc1ccccc1Oc1ccccc1,0.8,36,3,8,-1,6,102,100,nt,97,19
c1ccc(CN=C2NN=C(c3cc4ccccc4o3)CS2)cc1,0.1,4,0,3,0,93*,102,103,8,102,-34
O=C(NCc1cccnc1)c1ccc(-c2ccccc2[N+](=O)[O-])o1,0.5,4,3,2,0,3,104,101,6,100,-5

# Bioassay records as filed in PubChem BioAssay.
